# MEX-5 binding: C. elegans MEX-5 TCR-2 RNA binding activity | activity score (negative = inhibition of binding), % at 10 µM | MEX-5/FITC-TCR2 RNA binding, fluorescence polarization; stronger effect = lower value | hit rate 0.38% among 300,000 | Q9XUB2;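 active = inhibition past about -25% in most replicates, and total fluorescence under double the plate's negative control median, limit read from the data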;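 also: 0% = DMSO and -100% = 5 µM competing unlabeled TCR2 RNA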
# PAD4 FP inh: PAD4 (human) enzyme inhibition; Q9UM07; recombinant PAD4, RCA probe fluorescence polarization; inhibition, % at 6.36 µM; hit rate 0.41% among 330,000; AID 485272;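 active = percent inhibition above a cutoff equal to the mean of all tested compounds plus 3 SD, cut at about 15% in these data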;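 also: 0% = PAD4 with RCA probe and DMSO and 100% = probe without PAD4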
# Target sequence (Q9UM07 whole entry, looked up): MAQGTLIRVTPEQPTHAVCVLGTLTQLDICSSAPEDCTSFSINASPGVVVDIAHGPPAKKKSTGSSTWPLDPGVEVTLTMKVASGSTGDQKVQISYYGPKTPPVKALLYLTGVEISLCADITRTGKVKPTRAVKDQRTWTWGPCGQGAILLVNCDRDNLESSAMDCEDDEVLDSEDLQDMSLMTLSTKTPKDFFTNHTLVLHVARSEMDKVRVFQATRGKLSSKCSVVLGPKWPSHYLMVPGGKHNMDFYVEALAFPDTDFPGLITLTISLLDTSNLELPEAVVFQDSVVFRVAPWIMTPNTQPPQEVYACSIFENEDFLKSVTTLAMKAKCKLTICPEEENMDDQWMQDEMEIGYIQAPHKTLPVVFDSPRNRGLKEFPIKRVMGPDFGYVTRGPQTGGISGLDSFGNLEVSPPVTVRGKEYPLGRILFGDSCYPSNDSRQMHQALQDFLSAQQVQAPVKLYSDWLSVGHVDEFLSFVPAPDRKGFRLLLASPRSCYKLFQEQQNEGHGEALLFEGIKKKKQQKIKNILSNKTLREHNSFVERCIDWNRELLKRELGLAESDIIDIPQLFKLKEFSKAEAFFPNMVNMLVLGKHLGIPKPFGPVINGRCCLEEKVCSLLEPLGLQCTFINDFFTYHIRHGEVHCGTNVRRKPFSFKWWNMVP
# GSTO1 inh: GSTO1 inhibition, counter-screen for RBBP9 inhibitors | recombinant GSTO1, activity-based probe fluorescence polarization | inhibition, % at 5.96 µM | hit rate 1.1% among 300,000;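 active = inhibition above the campaign mean inhibition plus 3 SD, cut at about 35% in these data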;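 also: 0% = GSTO1-1 with DMSO and 100% = wells lacking GSTO1-1 enzyme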
# TPT1 inhibitor: C. albicans TPT1 enzyme inhibition. recombinant caTPT1, FP RNA substrate dephosphorylation. inhibition, % at 5 µM. hit rate 0.81% among 300,000;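 active = inhibition above the mean of all tested compounds plus 3 SD, set per screening campaign, cut at about 24% in these data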;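 also: plate controls were DMSO alone for no effect and ferristatin control at 100 nM for full effect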
# MCL1-BIM inh: disrupts human MCL1 binding to BIM-BH3 peptide; GST-MCL1 / FITC-Bim-BH3 fluorescence polarization; inhibition, % at 10.9 µM; hit rate 0.68% among 320,000; AID 2057;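 active = inhibition above the mean inhibition of all tested compounds plus 3 SD, set per campaign, cut at about 40% in these data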;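 also: 0% = DMSO wells and 100% = unlabeled Bim-BH3 peptide control; higher means more loss of mP so more displacement of Bim peptide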
# GLD-1 TGE inh: GLD-1-TGE RNA interaction inhibition (C. elegans); Q17339; inhibition, % at 5.96 µM; AID 2280; purified GLD-1 + fluorescein TGE RNA, fluorescence polarization; hit rate 0.44% among 320,000;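 active = percent inhibition above a per-plate cutoff, the plate mean of test compounds plus 3 SD, cut at about 30% in these data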;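 also: 0% = DMSO wells with GLD-1 and probe and 100% = wells lacking GLD-1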
# PME-1 inh: blocks human protein phosphatase methylesterase 1; recombinant PME-1, FP-Rh probe fluorescence polarization; inhibition, % at 5.9 µM; hit rate 0.53% among 320,000; AID 2130;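 active = inhibition above the campaign mean of all compounds plus 3 SD, cut at about 26% in these data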;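 also: competitive labeling of PME-1 active site by serine hydrolase directed probe; 0% = PME-1 with DMSO and 100% = wells lacking PME-1 enzyme; inhibitors block probe labeling so polarization falls and inhibition rises; many of its hits are not listed in these tables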
# Fam108B counter: Fam108B inhibition, counter-screen for RBBP9 inhibitors. AID 1947. inhibition, % at 9.51 µM. recombinant Fam108B, FP-Rh probe fluorescence polarization. hit rate 0.33% among 300,000;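 active = inhibition above the screen mean inhibition plus 3 SD, computed separately per campaign, cut at about 18% in these data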;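 also: inhibitors lower polarization as less probe binds the enzyme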
# BCLXL inh: Bcl-xL (human) inhibition; Q07817; GST-Bcl-xL / FITC-Bim BH3 peptide fluorescence polarization; inhibition, % at 10.9 µM; hit rate 0.7% among 320,000;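 active = inhibition above the mean of all tested compounds plus 3 SD, cutoff set per campaign, cut at about 30% in these data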;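 also: 0% = DMSO wells and 100% = unlabeled Bim-BH3 peptide competitor; inhibitors lower millipolarization by displacing the labeled peptide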
# Target sequence (Q07817 whole entry, looked up): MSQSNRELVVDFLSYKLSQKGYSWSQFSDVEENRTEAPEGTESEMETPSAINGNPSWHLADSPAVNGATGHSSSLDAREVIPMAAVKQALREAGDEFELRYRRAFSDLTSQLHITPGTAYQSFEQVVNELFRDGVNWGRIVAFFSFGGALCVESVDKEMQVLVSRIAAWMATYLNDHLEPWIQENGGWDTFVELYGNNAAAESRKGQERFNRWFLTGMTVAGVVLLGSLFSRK
# The depositor's hits bear a star; x = not tested or not shown; & = joins results of further samples. The list is partial; rates above refer to the full screens.
SMILES,MEX-5 binding,PAD4 FP inh,GSTO1 inh,TPT1 inhibitor,MCL1-BIM inh,GLD-1 TGE inh,PME-1 inh,Fam108B counter,BCLXL inh
CCOC(=O)C1=C(C)NC(C)=C(C(=O)OCC)C1,-0.1&1.4,6&-3,1&-2,-3&0,4&-1,3&3,-3&3,4&1,7&-6
CC(=O)Nc1ccc2c(c1)CCCC2=O,0.8,-2,10,-7,0,-6,4,2,3
CCCCCn1c(=NC(=O)c2ccco2)c(C(=O)OCC)cc2c(=O)n3ccccc3nc21,-4.4,-6,1,-2,7,5,5,0,8
CCC(NC(=O)C1(C)CC1(Br)Br)c1ccc(C)cc1 (configuration not stated),2.3,3,0,-2,2,4,0,-1,4
COc1ccc(CCn2c(=S)[nH]c3cc(C(=O)N4CCOCC4)ccc3c2=O)cc1OC,-1.7,3,5,-2,1,4,0,-3,1
Cc1cc(C)c([N+](=O)[O-])cc1NCC(=O)N1CCN(c2ccccc2)CC1,1.4,-3,2,-2,-7,-2,-1,-4,-2
Cc1ccc(CNC(=O)C2CCN(S(=O)(=O)c3c(C)noc3/C=C/N(C)C)CC2)cc1,-8.9,-8,7,19,-34,-20,2,2,-25
COC(=O)c1ccc2c(c1)N(C)S(=O)(=O)c1cnc(SCC(=O)C(C)(C)C)nc1-2,-0.1,-1,5,1,-3,1,-3,-2,1
CC(C)(C)NC(=O)C(c1ccncc1)N(Cc1ccco1)C(=O)c1ccc(-c2ccccc2)[nH]1 (configuration not stated),-0.9,-4,9,9,-10,17,-2,7,3
COc1ccc(-c2csc3ncnc(N4CCN(c5ccccc5Cl)CC4)c23)cc1,2.4,10,-1,0,-10,-2,-2,-3,1
O=C(O)C1OC(Oc2c(-c3ccc(O)c(O)c3)oc3cc(O)cc(O)c3c2=O)C(O)C(O)C1O (configuration not stated),-15,-4,34,-5,32,0,-19,-3,15
CCc1nnc(NC(=O)c2ccc(S(=O)(=O)N(C)c3ccccc3)cc2)o1,-0.1,-1,-24,-1,1,4,7,2,-3
CC1(C)CC(NC(=O)c2ccc(Cl)c(Cl)c2)CC(C)(C)N1,-0.2,-2,6,0,-3,-3,-5,-3,-4
CCOc1cc(N2CCOCC2)c(OCC)cc1NC(=O)CSc1ncn[nH]1,-8.8,-8,16,-2,-4,8,3,-6,-6
COc1ccc(S(=O)(=O)Nc2ccc(S(=O)(=O)Nc3cc(C)nc(C)n3)cc2)cc1OC,1.3,0,7,2,-4,-7,-4,-2,4
COc1ccc2[nH]c3c(N4CCN(Cc5ccc6c(c5)OCO6)CC4)ncnc3c2c1,1.8,-5,-3,3,0,0,21,13,1
O=S(=O)(Nc1nc2ccccc2nc1NCC1CCCO1)c1cccc(Cl)c1 (configuration not stated),1.7,-3,-7,0,-4,-3,15,1,-2
CC(C)OC(=O)CSc1nnc(-c2ccncc2)n1N,1.3,-4,5,2,1,1,-7,-5,-3
O=c1c2ccccc2cnn1-c1ccc2ccccc2c1,-1.3,0,-2,2,0,3,1,1,6
Cc1cc(-c2cc(C(=O)O)c3ccccc3n2)c(C)s1,-0.5,-1,-3,1,1,-1,-2,-1,7
CSc1nc2cc(S(=O)(=O)N3CCOCC3)ccc2s1,-1.1,0,4,-1,7,-2,-3,4,3
Cc1cc(C)nc(SCc2nnc(SCC(=O)Nc3ccc(C)c(C)c3)n2Cc2ccco2)n1,2.2,1,-1,-4,-3,-1,-5,-3,-10
CC(C)(C)c1ccccc1NC(=O)C1=COCCO1,1.4,1,3,-1,14,-9,6,7,19
CCOc1ccc(S(=O)(=O)N(CC)CC)cc1NS(=O)(=O)c1ccc(F)c(F)c1F,-1.5,-6,5,1,3,-9,8,1,-1
CCOC(=O)C1=CN(c2cccc(F)c2)C=C(C(=O)OCC)C1c1cc(OC)c(O)c([N+](=O)[O-])c1,-3.3,-5,7,-2,0,3,7,6,-1
COc1cccc(C(=O)N2CCC(N3CC(C)OC(C)C3)CC2)c1 (configuration not stated),-0.2,-1,-1,-3,-3,8,0,1,2
CCOC(=O)c1c(N)sc(C(=O)Nc2ccccc2F)c1C,-0.7,-3,5,-2,5,0,2,1,10
C/C(=N\NC(=O)c1ccccc1)c1ccc(-n2ccnc2)cc1,-1.5,0,2,-1,-1,5,-1,1,2
CCC(C)NC(=O)c1ccccc1-c1nc2ccccc2[nH]1 (configuration not stated),-1.9,1,6,-1,6,-6,1,-1,5
Cc1[nH]c2ccccc2c1C(=O)CN1C(=O)C(=O)N(Cc2ccco2)C1=O,0.9,1,-1,-4,-2,2,-2,4,2
O=C(NCCCN1CCCC1=O)c1c(O)nc2sccn2c1=O,2.5,-7,3,-1,1,-3,-1,-5,4
CCC(=O)Nc1c(C)nn(C(=O)CC)c1C,0.5,-1,2,-10,-2,10,-10,-2,6
CCOC(=O)c1c(NC(=O)Cn2cnc([N+](=O)[O-])n2)sc2c1CCCC2,-1.4,-3,18,0,1,11,0,0,-1
CC1(C)CC(=O)C=C(C(=O)N2CCCC(CCC(=O)NCc3ccccc3F)C2)O1 (configuration not stated),-1.2,5,-5,2,-2,2,-2,-2,0
Cc1ccc(C(=O)Nc2ccc(Br)c(C(F)(F)F)c2)cc1,0.8,-4,-9,-4,-3,5,-28,-18,-1
NC(=O)c1c(N)sc(=S)n1CC1CCCO1 (configuration not stated),-1.7,1,10,0,0,1,0,1,0
CC(=O)Nc1ccc(S(=O)(=O)N(C)CC(=O)OCC(=O)N2CCCC2=O)cc1,-0.8,0,-3,0,-14,-11,-3,2,-5
CCCCOC(=O)c1nc[nH]c1C(=O)OCCCC,1.4,-1,7,0,-1,9,3,1,4
COc1ccnc(Oc2ccc(F)cc2)c1C(=O)N/C=N/OCc1cccc(F)c1,-1.9,-3,4,-4,-2,2,-3,-1,5
COc1c(Br)cc(Br)cc1/C=C1/C(=O)N=C(N)N1C,1.7,3,5,1,5,-4,-7,-1,4
COc1ccccc1/C=C/C(=O)NNC(=O)c1cc(C)oc1C,2.8,1,2,-3,-15,1,0,1,-10
CCCS(=O)(=O)Nc1c(C(=O)OC)[nH]c2ccccc12,-0.7,-2,-3,2,3,-1,0,5,5
CCCCN(C)CCNC(=O)CN1C(=O)CSc2ccc(S(=O)(=O)N3CCCCC3)cc21,0.5,-6,-6,-2,2,-8,-6,-1,4
COc1cccc(CNC(=O)CCCn2nc(C)c3c(C)n(-c4ccccc4)nc3c2=O)c1,-3.0,0,3,-2,-1,3,-2,2,2
Cc1cccc(NC(=S)NC(=O)CCc2ccccc2)c1,1.6,-4,-6,0,21,4,6,-4,10
N=c1c2c(-c3ccccc3)c(-c3ccccc3)n(Cc3ccco3)c2ncn1CCN1CCOCC1,2.8,-8,-7,0,-4,0,12,1,-3
CC1CCN(CCCNC(=O)c2n[nH]c(=O)c3ccccc23)CC1,0.1,-5,0,0,8,1,-2,-1,8
COc1ccccc1Nc1nc(-c2sc(NC(=O)C(C)(C)C)nc2C)cs1,3.4,-8,3,5,-9,7,14,7,-2
CCCOc1ccc(N2C(=O)CC(N(CCOC34CC5CC(CC(C5)C3)C4)C(C)=O)C2=O)cc1 (configuration not stated),1.0,-2,6,0,-2,4,2,2,2
CCNC(=O)Cc1ccc(Br)cc1,-0.1,5,3,-6,-3,6,0,-4,6
O=C(Nc1cccc(C(=O)N2CCOCC2)c1)c1ncn[nH]1,4.4,-1,-3,-2,-3,1,-5,-5,3
CCC(C)Nc1cc(C)c(C#N)c2nc3ccccc3n12 (configuration not stated),-1.3,4,-2,-1,6,4,7,1,5
O=C(O)COc1ccc(-c2nnn(Cc3ccccc3F)n2)cc1,-0.2,-1,-6,1,2,5,-2,-4,8
COc1ccc(CCC(=O)NNC(=O)c2cccs2)cc1,x,-1,x,x,9,2,0,x,2
C/C=N\NC(=O)CNC(=O)CNC(=O)c1ccccc1,0.1,0,2,-1,3,5,0,-4,3
O=C(Nc1ccccc1)NC1(C(=O)NCc2ccco2)CCCCC1,0.0,-4,7,5,5,-2,11,-2,4
O=C1NC(=S)S/C1=C1\Sc2ccccc2N1CCCS(=O)(=O)O,-0.7,1,10,0,38,1,4,12,29
CCn1nnnc1SCC(=O)N1CCOCC1,2.3,-1,-3,-1,0,5,-5,1,3
O=C(CCc1ccccc1)Nc1nc2ccc(S(=O)(=O)N3CCOCC3)cc2s1,-0.7,-7,-1,2,0,6,-3,-5,2
COc1ccc(OC)c(NC(=O)Cc2coc3cc(C)cc(C)c23)c1,0.0,2,-6,0,-1,4,3,4,0
# (further entries)
SMILES,MEX-5 binding,PAD4 FP inh,GSTO1 inh,TPT1 inhibitor,MCL1-BIM inh,GLD-1 TGE inh,PME-1 inh,Fam108B counter,BCLXL inh
Fc1ccc(N2CCN(Cc3ccccn3)CC2)cc1,0.3,-1,-3,-4,5,7,3,-1,4
COCc1cc(C)nc2sc(C(=O)Nc3ccccc3C)c(N)c12,-5.3,2,3,1,0,6,-1,5,5
Cc1nc(Nc2ccccc2F)c2oc3ccccc3c2n1,2.5,-2,2,-1,1,-3,-7,0,6
COc1ccc(CC2(CO)CCN(Cc3cccc4nccnc34)CC2)cc1,3.2,0,11,-3,1,-5,-6,0,-2
Cc1ccc(CNC(=O)CSCc2ccccc2)cc1,1.8,0,5,-2,-1,-1,3,-4,4
O=C(NCC1CC1)c1onc(CSc2ccncc2)c1C(=O)NCC1CC1,-1.0,0,1,-5,9,1,2,-1,9
CC1(C(=O)NCc2cccnc2)CCC(=O)N1Cc1cccs1 (configuration not stated),-2.6,-2,2,-2,4,1,-2,-5,6
O=C1CC(N2CCSCC2)C(=O)N1c1ccc(F)cc1 (configuration not stated),1.8,0,4,2,2,8,-3,2,4
O=[N+]([O-])c1ccc(Oc2cccc(F)c2)c2ccncc12,-2.1,-10,12,2,-6,-2,5,-1,2
COc1cc(/C=C(\C#N)C(=O)Nc2cccc(C(=O)O)c2)ccc1OCc1ccc(C)cc1,-5.0,1,6,1,1,-2,-3,-7,3
NC(=O)Cn1c(=O)n(CCc2ccccc2)c(=O)c2c3c(sc21)CCCC3,-1.0,-1,0,-3,-10,1,-3,1,-4
N#Cc1ccc2ccn(CC(=O)N3CCCc4ccccc43)c2c1,-2.5,-3,-9,6,-3,10,6,0,-4
O=C(O)C1CCCCN1S(=O)(=O)c1ccccc1 (configuration not stated),-1.3,-1,6,0,6,7,2,2,4
O=c1c(Cl)c(Nc2cccc(Cl)c2)cnn1-c1nc2ccccc2s1,2.0,-8,3,-4,1,6,-1,-9,4
COc1cccc(/C=N/NC(=O)c2ccc(N3CCCC3=O)cc2)c1,0.3,-6,6,3,-5,-1,-4,5,0
Cc1[nH]c2ccc(Br)cc2c(=O)c1CN1CCOCC1,-0.7,-7,-2,-2,4,5,5,4,5
Cc1ccc(-c2n[nH]c(=S)n2/N=C/c2c(C)nn(-c3ccccc3)c2C)cc1,-0.6,-3,2,20,-24,1,-2,-6,-24
O=C(O)Cn1nnnc1-c1ccc(F)cc1,-1.4,2,7,0,-5,1,1,-1,-2
CCOc1ccc(C(=O)N[C@H](C(=O)Nc2ccccc2OC)C(C)C)cc1,0.4,1,0,-1,9,2,-4,5,1
Cc1ncsc1CCOC(=O)c1ccccc1,-2.2,9,1,-1,10,6,1,4,7
CCN(c1ccc(OC)cc1)S(=O)(=O)c1nnc(NC(=O)c2ccc(C)cc2)s1,-0.2,-1,-60,1,-11,8,-7,-9,-2

# Assay outcomes from PubChem.
